Bioassay records (PubChem BioAssay)
p53 reactivation – re-activators of mutant p53; H1299 p53-A138V BP100-luciferase reporter, luminescence, 24 h; Potency, µM (top dose mostly 92.2 µM), without a hit: at the highest dose activity change, positive = activation, hits mostly activators; hit rate 0.063% among 320,000; note: potency is the fitted concentration of half-maximal effect; % of control where 0% means no effect; nearly all actives have a fitted effect of over 45% in size
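H1299 (p53-null), stable ts p53-A138V + BP100-Luc; 1000 cells/well, Opti-MEM/10% FBS; cpd 4 pt, 1:5; 24 h, 37 deg C, 5% CO2; detection reagent 10 min RT; luminescence.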
Rab9 prom act – activators of Rab9 promoter; hit rate 2.8% among 320,000; Huh7 Rab9 promoter-luciferase reporter, luminescence, 24 h; Potency, µM (highest dose often 9.22 µM), for the others: top-dose activation, negative = inhibition, hits mostly activators; note: potency is the fitted concentration of half-maximal effect; % of control where 0% means no effect; nearly all actives have a fitted effect of over 60% in size
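Rab9 promoter-driven luciferase in stably transfected Huh7 cells; 1500 cells/well rested 2 h, exposed to compound in DMSO for 24 h at 37 °C, 5% CO2. Luminescence read 10 min after adding luciferase reagent at ambient temperature.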
ELG1 genotox – inducers of genotoxicity in HEK293T ELG1-luciferase cells; HEK293T ELG1-luciferase reporter, luminescence, 16 h; Potency, µM (top dose mostly 46 µM), for inactives: top-dose activity change, positive = activation, hits mostly activators; hit rate 1.3% among 330,000; AID 504466; note: potency is the fitted concentration of half-maximal effect; % of control where 0% means no effect; nearly all actives have a fitted effect of over 60% in size
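ELG1-luciferase HEK293T cells, 2,000/well; compound pinned in; 16 hr, 37 °C, 5% CO2; ONE-Glo, 30 min RT; luminescence on CCD imager.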
FLuc modulator – inhibits or activates purified firefly luciferase, miR-21 counter-screen | purified FLuc, Km substrates, luminescence inhibition | Potency, µM (titrated, usually from 57.5 µM), without a hit: at the highest dose activity change, negative = inhibition, actives largely listed as inhibitors | hit rate 6.9% among 360,000 | P08659 | AID 588342;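 note: potency is the fitted concentration of half-maximal effect; plate controls were vehicle for no effect and reference inhibitor for full effect; nearly all actives have a fitted effect of over 55% in size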
Target sequence (P08659 whole entry, looked up): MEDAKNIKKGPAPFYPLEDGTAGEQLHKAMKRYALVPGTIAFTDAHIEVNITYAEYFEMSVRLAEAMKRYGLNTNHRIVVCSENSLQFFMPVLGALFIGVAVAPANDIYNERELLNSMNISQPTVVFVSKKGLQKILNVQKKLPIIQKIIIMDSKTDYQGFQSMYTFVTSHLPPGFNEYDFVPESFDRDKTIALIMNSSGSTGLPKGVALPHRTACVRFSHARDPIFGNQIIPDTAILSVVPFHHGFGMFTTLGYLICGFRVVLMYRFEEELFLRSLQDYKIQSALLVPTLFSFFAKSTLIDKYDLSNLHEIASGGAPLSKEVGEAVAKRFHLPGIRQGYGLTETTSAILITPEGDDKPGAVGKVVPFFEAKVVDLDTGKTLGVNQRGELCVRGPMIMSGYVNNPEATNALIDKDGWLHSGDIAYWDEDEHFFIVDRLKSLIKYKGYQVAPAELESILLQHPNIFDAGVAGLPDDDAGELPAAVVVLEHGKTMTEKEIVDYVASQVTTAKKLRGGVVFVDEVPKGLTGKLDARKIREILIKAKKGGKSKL
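Purified P. pyralis luciferase, 10 nM final, with Km-level 10 uM D-luciferin and 10 uM ATP in 50 mM Tris acetate pH 7.5, 10 mM Mg acetate, 0.01% Tween-20, 0.05% BSA; 6-point qHTS titration about 60 µM downward; luminescence read.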
TRPV1 ag – agonists of human vanilloid receptor 1 (TRPV1); TRPV1-expressing cells, Fluo-8 calcium influx, agonist mode; activation, % at 8.33 µM; hit rate 0.19% among 320,000; AID 540275; in the data active = activation above about 80%; inconclusive = between about 30% and that limit; note: 0% is about no effect
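TRPV1-expressing cells were cultured overnight at 35.5C and loaded with Fluo-8 calcium dye for 40 to 90 min at room temperature. After a 10 s baseline, compound was added and calcium influx was read kinetically for 3 min (ex 480/em 520 nm).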
Tb PFK inh – blocks T. brucei phosphofructokinase | O15648 | T. brucei PFK, ADP-Glo luminescence | Potency, µM (top dose mostly 57.5 µM), for the others: top-dose activity, negative = inhibition, hits mostly inhibitors | hit rate 0.17% among 330,000 | AID 485367;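 note: potency is the fitted concentration of half-maximal effect; 0% = uninhibited 1x PFK enzyme wells and -100% = no-enzyme wells; nearly all actives have a fitted effect of over 60% in size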
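Activity is normalized to no-enzyme wells (full inhibition) and 1.25 nM enzyme wells (no inhibition). Reaction: 0.5 mM F6P, 0.1 mM ATP, 45 min RT, ADP-Glo luminescence; concentration-response curves fitted and classed by quality.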
NPC1 prom act – NPC1 promoter activation | Huh7 NPC1 promoter luciferase reporter, 24 h | Potency, µM (doses to about 9.22 µM), without a hit: at the top dose activation, actives largely listed as activators | hit rate 2.4% among 320,000;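 note: potency is the fitted concentration of half-maximal effect; % of control where 0% means no effect; nearly all actives have a fitted effect of over 60% in size; reporter is driven by a mutant NPC1 promoter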
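Stably transfected Huh7 (NPC1 promoter→luciferase), 1500 cells/well in Opti-MEM + 10% FBS, 2 h settle, then compound 24 h at 37 °C. Luminescence after 10 min with Amplite reagent.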
ELG1 repair inh – blocks ELG1-dependent DNA repair in HEK293T cells. HEK293T ELG1-luciferase reporter, luminescence, 16 h; DNA damage induced by 5-fluorouridine. hit rate 2.3% among 330,000. Potency, µM (top dose mostly 46.1 µM), for the others: at the highest dose activity change, negative = inhibition, most hits filed as inhibitors; note: potency is the fitted concentration of half-maximal effect; % is set by controls: 0 for no effect and ±100 for the full control effect; nearly all actives have a fitted effect of over 55% in size
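In this reporter screen, reduction of luminescence relative to DMSO vehicle indicated activity. Compounds and 5-fluorouridine were added together to 2,000 cells per well, incubated for 16 hr at 37 °C, then developed with ONE-Glo.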
Gal4-VP16 FLuc – counter-screen for ROR gamma inhibitors: Gal4-VP16 reporter; Drosophila S2 Gal4-VP16 UAS-luciferase, luminescence, 20 h; Potency, µM (top dose mostly 53.6 µM), without a hit: at the highest dose activity, negative = inhibition, actives largely listed as inhibitors; hit rate 3.5% among 310,000; AID 2546;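 note: Gal4-VP16 expression switched on by copper sulfate through the metallothionein promoter; potency is the fitted concentration of half-maximal effect; % is set by controls: 0 for no effect and ±100 for the full control effect; nearly all actives have a fitted effect of over 50% in size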
BRCA1 expr up – increases BRCA1 expression; hit rate 1.1% among 380,000; Potency, µM (titrated, usually from 46.1 µM), without a hit: at the top dose activation, hits mostly activators; MCF7-BRCA1-FFLuc reporter, luminescence, 48 h; response scale: scaled: vehicle 0%, 10 µM genistein 100%; AID 624202; note: potency is the fitted concentration of half-maximal effect; nearly all actives have a fitted effect of over 80% in size; some results filed as inactive show a strong effect at the top dose
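Compounds are tested at multiple concentrations on MCF7 BRCA1-luciferase reporter cells seeded at 2000 per well; after 48 h, a single luminescence end-point is taken and curves fitted to the normalized data.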
RORg inh – inhibitors of mouse ROR gamma transcriptional activity; P51450; Drosophila S2 Gal4-RORgamma UAS-luciferase reporter, 20 h; Potency, µM (doses to about 53.6 µM), for inactives: top-dose activity change, negative = inhibition, usual class: inhibitors; hit rate 5.4% among 310,000; AID 2551; note: potency is the fitted concentration of half-maximal effect; % is set by controls: 0 for no effect and ±100 for the full control effect; nearly all actives have a fitted effect of over 60% in size
Target sequence (P51450 whole entry, looked up, the tested form may be a part): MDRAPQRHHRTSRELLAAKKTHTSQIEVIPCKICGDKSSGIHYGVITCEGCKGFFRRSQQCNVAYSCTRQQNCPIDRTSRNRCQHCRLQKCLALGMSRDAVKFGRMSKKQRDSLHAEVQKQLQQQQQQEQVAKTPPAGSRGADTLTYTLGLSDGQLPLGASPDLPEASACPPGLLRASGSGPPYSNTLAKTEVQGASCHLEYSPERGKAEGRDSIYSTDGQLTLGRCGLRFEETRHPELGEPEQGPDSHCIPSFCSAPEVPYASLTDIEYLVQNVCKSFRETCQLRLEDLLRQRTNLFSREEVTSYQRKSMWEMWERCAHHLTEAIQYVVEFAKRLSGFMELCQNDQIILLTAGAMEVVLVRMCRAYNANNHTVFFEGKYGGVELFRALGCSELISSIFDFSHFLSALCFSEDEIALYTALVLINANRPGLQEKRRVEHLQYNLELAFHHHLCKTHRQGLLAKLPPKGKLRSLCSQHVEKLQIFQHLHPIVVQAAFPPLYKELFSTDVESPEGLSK
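Luciferase reporter read in Schneider cells carrying Gal4-RORγ (mouse) and UAS-Photinus luciferase; cells given compound 1 h before 700 uM copper sulfate induction, then incubated 20 h at ambient temperature.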
* hit, by the source's call; [ ] = dose if it differs, or a comment. Unless noted, calls come from the whole dose curve; as a rule, active = well fitted curve in the direction sought with a large enough effect; inconclusive = small, poorly fitted or top-dose-only effect, or another doubt; inactive = no such curve, though single readings can be large; an effect the other way counts as inactive or inconclusive.

CCC(Sc1nncn1C)C(=O)Nc1cc(C)on1 (stereo not given) was read as p53 reactivation -1%, Rab9 prom act -17%, ELG1 genotox 0%, FLuc modulator 1%, TRPV1 ag -1, Tb PFK inh -5%, NPC1 prom act -1%, ELG1 repair inh 6%, Gal4-VP16 FLuc -4%, BRCA1 expr up 4% and RORg inh -2%.
Screening CCOC(=O)c1csc(NC(=O)Nc2cccc(Cl)c2)n1 returned p53 reactivation 5%, Rab9 prom act -1%, ELG1 genotox 1%, FLuc modulator -2%, TRPV1 ag -3, Tb PFK inh 0%, NPC1 prom act 1%, ELG1 repair inh 5%, Gal4-VP16 FLuc -6%, BRCA1 expr up 0% and RORg inh 14%.
Cc1n[nH]c(C)c1S(=O)(=O)N1CCCC(C(=O)NCc2ccc(F)cc2)C1 (stereo not given) was read as p53 reactivation -1%, Rab9 prom act -11%, ELG1 genotox 0%, FLuc modulator -2%, TRPV1 ag 1, Tb PFK inh -4%, NPC1 prom act -1%, ELG1 repair inh 11%, Gal4-VP16 FLuc inconclusive, BRCA1 expr up -4% and RORg inh 8%.
`O=c1oc(-c2ccc(Br)cc2)nc2ccccc12` gave Rab9 prom act 3.2µM*, ELG1 genotox inconclusive, FLuc modulator inconclusive, TRPV1 ag 3, Tb PFK inh 4%, NPC1 prom act 2.2µM*, ELG1 repair inh inconclusive, Gal4-VP16 FLuc -2%, BRCA1 expr up 26% and RORg inh -32%[1.91 µM].
`CCCS(=O)(=O)c1nc(S(=O)(=O)c2ccc(C)cc2)c(N2CCc3ccccc3C2)s1` gave p53 reactivation -16%, Rab9 prom act -1%, ELG1 genotox 1%, FLuc modulator -9%, TRPV1 ag -1, Tb PFK inh -6%, NPC1 prom act 0%, ELG1 repair inh -13%, Gal4-VP16 FLuc inconclusive, BRCA1 expr up -22% and RORg inh 8.9µM*.
`COC(=O)c1ccc(NC(=O)c2cccc(C)c2)cc1` gave Rab9 prom act 23%, ELG1 genotox 17%, FLuc modulator inconclusive, TRPV1 ag 8, Tb PFK inh -2%, NPC1 prom act 29%, ELG1 repair inh inconclusive, Gal4-VP16 FLuc 5%, BRCA1 expr up 86% and RORg inh 6%.
COc1ccc(CCNC(=O)c2ccc(Cl)cc2)cc1 was read as p53 reactivation 1%, Rab9 prom act -2%, ELG1 genotox 1%, FLuc modulator -17%, TRPV1 ag inconclusive, Tb PFK inh 3%, NPC1 prom act 0%, ELG1 repair inh 9%, Gal4-VP16 FLuc 15%, BRCA1 expr up 16% and RORg inh 11%.
`CC(C)CN(C(=O)CN1CCOCC1)c1c(N)n(CC(C)C)c(=O)[nH]c1=O` gave p53 reactivation -15%, Rab9 prom act 4%, ELG1 genotox 1%, FLuc modulator 3%, TRPV1 ag 0, Tb PFK inh -14%, NPC1 prom act -1%, ELG1 repair inh 27%, Gal4-VP16 FLuc -7%, BRCA1 expr up 21% and RORg inh -7%.
Screening Cc1ccccc1-c1ccc(C(=O)NCc2ccccc2)o1 returned p53 reactivation 20%, Rab9 prom act 5%, ELG1 genotox 11%, FLuc modulator 27µM*, TRPV1 ag inconclusive, Tb PFK inh -14%, NPC1 prom act 9%, ELG1 repair inh inconclusive, Gal4-VP16 FLuc 16%, BRCA1 expr up 69% and RORg inh -3%.
For COC(=O)C1=NN(c2ccc(OC)cc2)C2C(=O)N(c3ccccc3OC)C(=O)C12 (stereo not given) the results were p53 reactivation -1%, Rab9 prom act -3%, ELG1 genotox 1%, FLuc modulator -2%, TRPV1 ag 1, Tb PFK inh -3%, NPC1 prom act -6%, ELG1 repair inh -9%, Gal4-VP16 FLuc -10%, BRCA1 expr up -15% and RORg inh -14%.
Screening CN1CCN(/N=C/c2ccc(N(C)c3ccccc3)cc2)CC1 returned p53 reactivation -3%, Rab9 prom act 12%, ELG1 genotox 6%, FLuc modulator inconclusive, TRPV1 ag 10, Tb PFK inh -3%, NPC1 prom act -2%, ELG1 repair inh -3%, Gal4-VP16 FLuc -7%, BRCA1 expr up -46% and RORg inh -16%.
Screening CCCN1Cc2cccc(C(=O)Nc3ccc(C)cc3)c2C1=O returned p53 reactivation 13%, Rab9 prom act -1%, ELG1 genotox -7%, FLuc modulator -15%, TRPV1 ag 9, Tb PFK inh 2%, NPC1 prom act -3%, ELG1 repair inh 22%, Gal4-VP16 FLuc 16%, BRCA1 expr up 7% and RORg inh 6%.

The list goes on, starting with the last 2 of the part before.
Screening CN1CCN(/N=C/c2ccc(N(C)c3ccccc3)cc2)CC1 returned p53 reactivation -3%, Rab9 prom act 12%, ELG1 genotox 6%, FLuc modulator inconclusive, TRPV1 ag 10, Tb PFK inh -3%, NPC1 prom act -2%, ELG1 repair inh -3%, Gal4-VP16 FLuc -7%, BRCA1 expr up -46% and RORg inh -16%.
Screening CCCN1Cc2cccc(C(=O)Nc3ccc(C)cc3)c2C1=O returned p53 reactivation 13%, Rab9 prom act -1%, ELG1 genotox -7%, FLuc modulator -15%, TRPV1 ag 9, Tb PFK inh 2%, NPC1 prom act -3%, ELG1 repair inh 22%, Gal4-VP16 FLuc 16%, BRCA1 expr up 7% and RORg inh 6%.
`CC(Oc1cc2oc(=O)c3c(c2cc1Cl)CCCC3)C(=O)NCc1ccncc1` (stereo not given) gave p53 reactivation -2%, Rab9 prom act -6%, ELG1 genotox -4%, FLuc modulator 0%, TRPV1 ag 15, Tb PFK inh 1%, NPC1 prom act -2%, ELG1 repair inh -17%, Gal4-VP16 FLuc -17%, BRCA1 expr up 18% and RORg inh -13%.
`O=C(CN(Cc1ccccc1)S(=O)(=O)c1ccc2c(c1)OCCO2)N/N=C/c1cccc(Br)c1` gave p53 reactivation 0%, Rab9 prom act -2%, ELG1 genotox -6%, FLuc modulator 0%, TRPV1 ag 2, Tb PFK inh -4%, NPC1 prom act -5%, ELG1 repair inh -26%, Gal4-VP16 FLuc -8%, BRCA1 expr up -71% and RORg inh 16%.
`CN(c1ccc(OCC(=O)Nc2nc(-c3ccccc3)cs2)cc1)S(=O)(=O)c1ccc(F)cc1` gave p53 reactivation -2%, Rab9 prom act 0%, ELG1 genotox -5%, FLuc modulator 6%, TRPV1 ag 2, Tb PFK inh 3%, NPC1 prom act -1%, ELG1 repair inh inconclusive, Gal4-VP16 FLuc -7%, BRCA1 expr up -4% and RORg inh 29%.
Screening CCOc1ccc(CN(C)C(=O)CN2C(=O)NC(c3ccccc3)(c3ccccc3)C2=O)cc1 returned p53 reactivation -11%, Rab9 prom act 7%, ELG1 genotox -2%, TRPV1 ag 1, Tb PFK inh 1%, NPC1 prom act -1%, ELG1 repair inh -1% and BRCA1 expr up -7%.
`CCCCOc1cccc(C(=O)NC(=S)Nc2cccnc2)c1` gave p53 reactivation 2%, Rab9 prom act -2%, ELG1 genotox -2%, FLuc modulator inconclusive, TRPV1 ag 2, Tb PFK inh 1%, NPC1 prom act -2%, ELG1 repair inh 0%, Gal4-VP16 FLuc inconclusive, BRCA1 expr up -5% and RORg inh 11µM*.
COc1ccc(O)c(-c2cc(-c3ccccc3[N+](=O)[O-])[nH]n2)c1 was read as p53 reactivation 18%, Rab9 prom act 8%, ELG1 genotox 6%, FLuc modulator inconclusive, TRPV1 ag 1, Tb PFK inh 6%, NPC1 prom act 11%, ELG1 repair inh inconclusive, Gal4-VP16 FLuc inconclusive, BRCA1 expr up 34% and RORg inh 36%.
COC(=O)[C@H](CC(C)C)NC(=O)Nc1ccc(F)cc1 was read as p53 reactivation -2%, Rab9 prom act 2%, ELG1 genotox 0%, FLuc modulator -1%, Tb PFK inh 0%, NPC1 prom act -7%, ELG1 repair inh -4%, Gal4-VP16 FLuc -7%, BRCA1 expr up -12% and RORg inh 0%.
O=C(CN1CCCC1c1cccs1)Nc1cc(S(=O)(=O)N2CCCC2)ccc1Cl (stereo not given) was read as p53 reactivation 8%, ELG1 genotox -4%, Tb PFK inh -1%, ELG1 repair inh 0% and BRCA1 expr up -34%.
For Cc1ccc(NC(=O)Cc2nc(CCl)cs2)cc1 the results were p53 reactivation 12%, Rab9 prom act 0%, ELG1 genotox 2%, FLuc modulator inconclusive, TRPV1 ag 14, Tb PFK inh 3%, NPC1 prom act 0%, ELG1 repair inh 19%, Gal4-VP16 FLuc 18%, BRCA1 expr up -2% and RORg inh 9%.
For CC1=NNC(=O)C1Oc1ccccc1 (stereo not given) the results were p53 reactivation -2%, Rab9 prom act -2%, ELG1 genotox -2%, FLuc modulator 0%, TRPV1 ag 0, Tb PFK inh -6%, NPC1 prom act -3%, ELG1 repair inh -7%, Gal4-VP16 FLuc 0%, BRCA1 expr up 5% and RORg inh 7%.
